High-throughput results as filed in PubChem BioAssay.
H9c2 protect = modulators protecting cardiomyocytes from myocardial damage. H9c2 cardiomyocytes, H2O2 injury protection, ATPLite, 2 h. protection from H2O2 cell death, % at 20 µM. actives 0.63% (n = 360,000). AID 588492;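 active = compounds giving at least 50% protection of heart cells from peroxide-induced death in the single-dose screen, raw or plate-pattern-corrected value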;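 note: 0% = DMSO wells with peroxide and 100% = DMSO wells without peroxide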
ABCB6 inh 2 = human ABCB6 transporter inhibition; Q9NP58; K562-ABCB6 porphyrin accumulation, flow cytometry, 1 h; active compounds read low; fluorescence ratio to DMSO, % at 10 µM; actives 0.19% (n = 360,000); AID 602162;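 active = fluorescence ratio to DMSO below 75%, the collection mean minus 3 SD; inconclusive = too few cells collected in the well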;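 note: signal is porphyrin accumulated inside mitochondria; 100% equals median channel fluorescence of DMSO control wells; lower ratio means ABCB6 inhibition with less porphyrin fluorescence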
aDG glyco up = alpha-DG glycosylation activation | Pro5-aDG cells, alpha-DG glycosylation AlphaScreen (IIH6); 0% Pro5, 100% B10-LARGE cell signal | activation, % at 10 µM | actives 0.22% (n = 360,000) | AID 624168;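 active = activation of at least 8% versus controls, or a plate z-score of at least 8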;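 note: Pro5 are CHO cells carrying HIG-tagged alpha-DG that lacks glycosylation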
N-glyco inh = N-linked glycosylation inhibition; D54 ERlucT glycosylation luciferase reporter, 24 h; percent of 100 nM tunicamycin response; reporter increase, % at 12.5 µM; actives 0.23% (n = 360,000);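 active = mean luciferase reporter signal, scaled so untreated is 0 and the glycosylation-blocking control 100, at or above a set limit in every replicate; inconclusive = mean reaches the limit but not every replicate does; inactive = mean below the limit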;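 note: luciferase carries N-glycosylation sites so blocking glycosylation raises the light; 0% = median of neutral control wells and 100% = median of 100 nM tunicamycin wells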
HTR2A ag = mouse HTR2A agonism via beta-arrestin recruitment | P35363 | CHO-K1 mHTR2A beta-arrestin complementation, luminescence; percent of 30 µM serotonin response | activation, % at 7.6 µM | actives 0.66% (n = 360,000);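 active = activation above a run cutoff, the mean activation of all tested compounds plus 3 SD, cut at about 14% in these data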;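 note: 0% = plate median of compound wells and 100% = 30 µM serotonin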
Exocytosis inh = blocks lytic granule exocytosis; TALL-104 LAMP-1 surface exposure, flow cytometry; cells stimulated with thapsigargin and PMA; inhibition, % at 10 µM; actives 0.66% (n = 360,000); AID 651702;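 active = inhibition above about 55%, limit read from the data; inconclusive = no clear call, values can overlap the other calls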
MC4R antagonist = antagonists of human melanocortin 4 receptor (MC4R); P32245; MC4R-expressing cells, MTII-stimulated cAMP, LANCE TR-FRET; inhibition, % at 6.5 µM; actives 0.48% (n = 360,000); AID 540295;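 active = inhibition above its plate's cutoff, the mean of tested wells on that plate plus 3 SD, cut at about 29% in these data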;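 note: 0% = Melanotan II alone and 100% = Melanotan II plus saturating MCL0020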
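System: U2OS-MC4R stable cell line; Technique: Eu-cAMP/anti-cAMP TR-FRET, emission 671 nm; Repeats: single well per compound; Also added: Melanotan II; Dosing: one concentration, 6.5 µM nominal; Schedule: 30-min compound, 1-h challenge, 1-h detection, room temperature.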
ABHD5-PLIN5 inh = ABHD5-PLIN5 protein interaction inhibition. Q00G26+Q8WTS1. Split G. princeps luciferase complementation, luminescence, 4 h. inhibition, % at 4 µM. actives 0.78% (n = 360,000);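 active = inhibition above the mean inhibition across every tested compound plus 3 SD, cut at about 22% in these data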;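 note: 0% = DMSO only wells and the 100% control is not disclosed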
Target sequence (Q00G26 whole entry, looked up): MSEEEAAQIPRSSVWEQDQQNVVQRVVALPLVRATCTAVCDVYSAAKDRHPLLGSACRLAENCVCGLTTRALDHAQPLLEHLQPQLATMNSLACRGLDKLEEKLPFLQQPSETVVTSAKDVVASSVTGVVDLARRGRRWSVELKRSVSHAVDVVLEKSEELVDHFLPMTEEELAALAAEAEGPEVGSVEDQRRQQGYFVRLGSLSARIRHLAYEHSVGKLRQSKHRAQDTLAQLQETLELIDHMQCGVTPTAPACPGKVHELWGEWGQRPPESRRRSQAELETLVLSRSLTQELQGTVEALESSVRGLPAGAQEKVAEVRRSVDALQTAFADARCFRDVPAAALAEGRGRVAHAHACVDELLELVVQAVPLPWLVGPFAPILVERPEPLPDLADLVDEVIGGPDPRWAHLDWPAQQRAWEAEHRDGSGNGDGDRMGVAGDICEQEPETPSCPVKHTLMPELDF
Target sequence (Q8WTS1 whole entry, looked up): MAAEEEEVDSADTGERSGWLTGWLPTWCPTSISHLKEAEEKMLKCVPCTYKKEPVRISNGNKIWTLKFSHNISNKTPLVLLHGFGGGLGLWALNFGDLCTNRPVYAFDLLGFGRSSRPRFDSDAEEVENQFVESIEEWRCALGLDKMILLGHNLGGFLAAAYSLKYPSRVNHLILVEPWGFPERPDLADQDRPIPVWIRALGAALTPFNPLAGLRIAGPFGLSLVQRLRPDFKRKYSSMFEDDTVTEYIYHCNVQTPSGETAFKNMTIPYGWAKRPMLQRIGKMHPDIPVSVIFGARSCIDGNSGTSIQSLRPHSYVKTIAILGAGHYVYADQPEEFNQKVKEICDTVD
hiPSC survival = increases survival of single human iPS cells. survival enhancement, % at 20 µM. actives 0.044% (n = 360,000). hiPSC single-cell survival, ATPlite luminescence; 100% = ROCK inhibitor wells, 0% = DMSO; in the data active = survival enhancement above about 18%;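 note: cells exposed to compounds for 16 hours before the ATP read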
MC4R barr agon = activates human MC4R beta-arrestin recruitment; P32245; U2OS MC4R beta-arrestin complementation, luminescence; percent of melanotan II response, DMSO zero; activation, % at 8.9 µM; actives 0.98% (n = 360,000); AID 540308;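 active = activation above a per-plate cutoff, the mean activation of sample wells on that plate plus 3 SD, cut at about 8% in these data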
* marks the source's active call; other numbers are inactive results; ? = inconclusive; . = no result given; & = joins results of further samples.

SMILES | H9c2 protect | ABCB6 inh 2 | aDG glyco up | N-glyco inh | HTR2A ag | Exocytosis inh | MC4R antagonist | ABHD5-PLIN5 inh | hiPSC survival | MC4R barr agon
CCCN(CC(=O)Nc1ccccc1OC)C(=O)CSc1ccc(Br)cc1C | -4 | 94 | 0.3 | -1 | -1 | -1 | -5 | -1 | -0.5 | 1.5
O=C(CN1CCC(n2nnc3cc(C(F)(F)F)ccc32)CC1)NCc1cccs1 | 5 | 91 | 0.3 | -3 | -6 | -3 | 1 | 0 | 0.9 | -2.2
COc1ccc(S(=O)(=O)NCc2ccc(C(=O)NCCN(C)Cc3ccccc3)cc2)cc1 | 7 | 106 | 0.4 | -4 | -14 | -2 | 10 | -8 | -3.0 | 2.2
CCN(CC)CCN1C(=O)C(=O)/C(=C(/O)c2ccncc2)C1c1ccccc1 (stereo not drawn) | 14 | 98 | -0.3 | 0 | 3 | 0 | -4 | -8 | 3.1 | -0.3
Cc1cccc(/C(N)=N/OC(=O)CCCc2ccccc2)c1 | -6 | 93 | 0.3 | 0 | 0 | -5 | 1 | -6 | 1.0 | -2.5
O=C(Cc1ccccc1F)Nc1nc(-c2ccc(F)c(F)c2)cs1 | 30 | 86 | 0.2 | -4 | 1 | 19 | -1 | -9 | -0.2 | 3.0
O=C(Nc1ccnn1C1CCN(C2CCC2)CC1)c1ccccc1 | 2 | 97 | 0.3 | -1 | 5 | -1 | -1 | 0 | -0.3 | -0.5
CCOc1c(N2CCOCC2)c(=O)c1=O | 3 | 100 | -0.1 | 0 | -3 | -14 | 17 | -2 | 0.0 | -2.6
CN(C)Cc1csc(NC(=O)Nc2ccccc2-c2ccccc2)n1 | 16 | 102 | -0.1 | -1 | 2 | 6 | 3 | 14 | -0.3 | -1.6
CCCCCCCCCc1nc(N)n[nH]1 | -8 | 121 | -0.2 | -2 | 1 | 1 | 3 | -2 | -2.5 | -1.5
CCOc1ccc(NC(=O)CSc2nnnn2C2CCCC2)cc1 | -8 | 95 | 0.0 | 0 | 2 | -6 | 8 | 5 | -0.5 | -1.0
CC(C)C(NS(=O)(=O)c1cccc(C(F)(F)F)c1)C(=O)O (stereo not drawn) | 2 | 99 | -0.1 | 1 | 3 | -4 | 10 | -6 | -0.2 | 1.9
COCCn1c(=N)c(S(=O)(=O)c2ccc(Br)cc2)cc2c(=O)n3ccccc3nc21 | 3 | 101 | -0.2 | 0 | 0 | 0 | 2 | -5 | -0.3 | -1.1
CCN(CC)CCN1C(=O)C(=O)/C(=C(/O)c2ccc(S(=O)(=O)N3CCOCC3)cc2)C1c1ccc(Cl)cc1 (stereo not drawn) | 3 | 104 | 0.0 | 2 | 10 | -5 | 19 | 2 | 0.7 | -1.0
CCOC(=O)NC(NC(=S)Nc1ccccc1[N+](=O)[O-])C(Cl)(Cl)Cl (stereo not drawn) | -4 | 94 | -0.1 | 1 | -6 | 13 | 2 | -7 | -1.3 | -2.4
CCCCNC(=O)COC(=O)c1cc(S(=O)(=O)N2CCCCCC2)ccc1OC | 5 | 94 | 0.0 | 0 | 0 | -1 | 6 | -3 | -0.7 | -1.1
O=C(CNC(=O)c1ccc(Br)o1)NNC(=O)c1ccccc1F | 4 | 102 | -0.5 | 0 | 2 | 2 | 1 | 3 | -0.6 | -4.2
CCOn1c(=O)c(=O)n(O)c2ccccc21 | 3 | 98 | 0.1 | -1 | 1 | -4 | 2 | 2 | -1.2 | -2.4
CCN(C(=O)COC(=O)c1cc([N+](=O)[O-])ccc1N1CCOCC1)C1CCS(=O)(=O)C1 (stereo not drawn) | -5 | 101 | -0.1 | -2 | -3 | -3 | -6 | -5 | -0.3 | -3.9
Cc1cc(=O)[nH]c(NN)n1 | 2 | 108 | 0.0 | 0 | 3 | 0 | -1 | -3 | 0.0 | -0.3
COc1ccc(CCNC(=O)CSc2ccc(-c3cccs3)nn2)cc1 | -2 | 92 | 0.1 | -2 | -6 | -2 | 2 | 0 | -0.5 | -0.2
O=C(COC(=O)Cc1cccc(C(F)(F)F)c1)NC1CC1 | -2 | 107 | 0.1 | -1 | 4 | -4 | 12 | -2 | 0.1 | 0.0
CC(=O)c1c(C)[nH]c(C(=O)OCC(=O)N2CCc3ccccc3C2)c1C | -10 | 98 | 0.3 | -1 | 4 | -4 | 15 | 4 | 0.0 | -1.6
COc1cc(NC(=S)NCCN2CCOCC2)cc(OC)c1OC | -1 | 102 | -0.2 | 1 | -4 | -2 | 1 | -3 | -3.2 | 0.1
NC(=O)C1CCN(C(=O)C(=O)c2cn(CC(=O)N3CCCCCC3)c3ccccc23)CC1 | 2 | 110 | -0.1 | 3 | 1 | -3 | 2 | -5 | 0.2 | -2.4

Six compounds from above, arranged by heavy-atom count, falling.
SMILES | H9c2 protect | ABCB6 inh 2 | aDG glyco up | N-glyco inh | HTR2A ag | Exocytosis inh | MC4R antagonist | ABHD5-PLIN5 inh | hiPSC survival | MC4R barr agon
CCN(CC)CCN1C(=O)C(=O)/C(=C(/O)c2ccc(S(=O)(=O)N3CCOCC3)cc2)C1c1ccc(Cl)cc1 (stereo not drawn) | 3 | 104 | 0.0 | 2 | 10 | -5 | 19 | 2 | 0.7 | -1.0
NC(=O)C1CCN(C(=O)C(=O)c2cn(CC(=O)N3CCCCCC3)c3ccccc23)CC1 | 2 | 110 | -0.1 | 3 | 1 | -3 | 2 | -5 | 0.2 | -2.4
COCCn1c(=N)c(S(=O)(=O)c2ccc(Br)cc2)cc2c(=O)n3ccccc3nc21 | 3 | 101 | -0.2 | 0 | 0 | 0 | 2 | -5 | -0.3 | -1.1
CCCCNC(=O)COC(=O)c1cc(S(=O)(=O)N2CCCCCC2)ccc1OC | 5 | 94 | 0.0 | 0 | 0 | -1 | 6 | -3 | -0.7 | -1.1
CCCN(CC(=O)Nc1ccccc1OC)C(=O)CSc1ccc(Br)cc1C | -4 | 94 | 0.3 | -1 | -1 | -1 | -5 | -1 | -0.5 | 1.5
O=C(COC(=O)Cc1cccc(C(F)(F)F)c1)NC1CC1 | -2 | 107 | 0.1 | -1 | 4 | -4 | 12 | -2 | 0.1 | 0.0

Carrying on:
SMILES | H9c2 protect | ABCB6 inh 2 | aDG glyco up | N-glyco inh | HTR2A ag | Exocytosis inh | MC4R antagonist | ABHD5-PLIN5 inh | hiPSC survival | MC4R barr agon
Cn1cccc1C(=O)OCC(=O)N1CCc2ccccc2C1 | -11 | 94 | 0.0 | -5 | 6 | -8 | -2 | 1 | 6.2 | 1.7
C/C(=N\NC(=S)NC(C)C)c1ccc(Cl)c([N+](=O)[O-])c1 | -7 | 102 | 0.5 | -4 | -5 | -8 | 14 | -2 | -0.6 | 3.1
NC(=O)C(c1ccccc1)C1CCCC1 (stereo not drawn) | -1 | 92 | -0.3 | 0 | -2 | 1 | 5 | 7 | 3.2 | -1.7
CCC(=O)N1N=C(c2ccc(NS(C)(=O)=O)cc2)CC1c1ccc(N(C)C)cc1 (stereo not drawn) | -4 | 100 | -0.1 | 2 | -2 | -1 | 9 | -6 | 1.2 | 0.7
Cc1ccccc1-c1nc(CN2CCC(C(=O)NCC3CCCO3)CC2)c(C)o1 (stereo not drawn) | -1 | 95 | 0.2 | -2 | -5 | -3 | -1 | -7 | -2.5 | -2.5
O=C(CN1CCN(c2ccccn2)CC1)Nc1ccccc1Br | -4 | 102 | -0.1 | -1 | 1 | -14 | 2 | -1 | 0.2 | -0.3
Cc1nc2ccccc2n1CC(O)COc1ccc(Br)cc1 (stereo not drawn) | -18 | 99 | 3.8 | -3 | -1 | 0 | -1 | 1 | 0.2 | 0.0
C(=N\n1c2ccccc2c2ccccc21)/c1ccccc1 | -10 | 99 | -0.2 | -1 | 3 | -6 | 4 | -7 | 1.4 | -0.2
OCc1ccc(O)c2ncccc12 | 10 | 105 | 0.6 | -12 | 0 | -3 | 7 | -4 | 4.0 | -2.8
Cc1cc(N2CCN(c3ccccc3)CC2)n2c(n1)nc1ccccc12 | 20 | 105 | -0.3 | 2 | -1 | 0 | 4 | 0 | 2.6 | -1.1
O=C(Cn1cc(C(F)(F)F)ccc1=O)N1CCc2ccccc2C1 | 1 | 98 | -0.2 | 1 | 4 | -1 | 2 | 2 | 1.2 | -0.7
CCc1ccc(Nc2nnc(SCC(=O)Nc3sccc3C(N)=O)s2)cc1 | -6 | 101 | 0.2 | -1 | -2 | 6 | -16 | -4 | -1.5 | -1.5
O=C(Cc1c2ccccc2nc2ccccc12)c1ccccc1 | -5 | 107 | 0.4 | 1 | -1 | 6 | -10 | 3 | -1.8 | -0.9
CC(=O)Nc1ccc(Nc2nccc(C)n2)cc1 | 3 | 101 | 0.0 | -1 | -1 | -2 | . | 1 | -0.4 | .
CC(=O)c1cccc(NCC(=O)N2CCN(S(=O)(=O)c3ccccc3)CC2)c1 | 0 | 103 | -0.1 | 0 | 1 | -1 | 4 | 8 | 3.5 | -2.9
CN(C)c1ccc(/C=N/NC(=O)CN2CCCCC2)cc1Br | -1 | 97 | -0.1 | 0 | -1 | -2 | 7 | 1 | -0.3 | 0.6
COc1ccc(NC(=O)COc2coc(CN3CCc4ccccc4C3)cc2=O)cc1 | 1 | 103 | -0.1 | 1 | -2 | -9 | 1 | -9 | -0.4 | -1.4
Cc1cccc(NC(=O)C(c2ccccc2Cl)N2CCOCC2)c1 (stereo not drawn) | -3 | 94 | 0.0 | -1 | -1 | 2 | 8 | 1 | 0.4 | -2.0
COc1ccc(-c2oc(NC(=O)CCl)c(C#N)c2-c2ccc(OC)cc2)cc1 | -12 | 103 | 0.7 | 13 | 1 | 3 | 2 | 6 | 0.1 | 0.7
OCCN1CCN(C(=S)Nc2cccc(C(F)(F)F)c2)CC1 | 8&-8 | 100&102 | 0.1&0.1 | ? | 5&-2 | -2&-5 | -3&8 | 0&-4 | -0.2&0.6 | 0.7&0.4
O=C1C(=O)N(CCCN2CCOCC2)C(c2ccc([N+](=O)[O-])cc2)/C1=C(\O)c1ccc2c(c1)OCCO2 (stereo not drawn) | 5 | 96 | -0.5 | 2 | 7 | -3 | 0 | -11 | 0.7 | -2.3
COc1ccc(/C=C/c2c(-c3ccccc3OC)sc3ccccc23)cc1OC | -8 | 90 | -0.3 | -1 | -10 | 20 | 4 | -2 | 0.1 | -0.3
COc1ccc(C2N=C(c3ccccc3)NO2)cc1OC (stereo not drawn) | -6 | 96 | 2.8* | -2 | 5 | -6 | -1 | 10 | -0.5 | 0.6
O=C(CN1CCCN(Cc2ccc(F)cc2Cl)C1=O)NC1CCCCCC1 | -7 | 101 | 0.5 | -2 | -5 | -1 | 13 | 0 | -1.4 | 0.0
Cc1noc(C)c1COC(=O)c1cc2c3ccccc3n(C)c2s1 | 1 | 90 | 0.7 | 1 | -4 | -2 | -2 | -8 | -0.9 | -2.2
